# Menin MLL FP TR – inhibitors of human menin-MLL interaction, mutant MLL peptide; O00255; Menin + Texas Red MLL mutant peptide, fluorescence polarization; Potency, µM (doses to about 61.6 µM), for the others: top-dose FP activity change, negative = inhibition, usual class: inhibitors; hit rate 0.23% among 270,000; AID 1768; also: % of control where 0% means no effect; many of its hits are not listed in these tables
# Target sequence (O00255 whole entry, looked up): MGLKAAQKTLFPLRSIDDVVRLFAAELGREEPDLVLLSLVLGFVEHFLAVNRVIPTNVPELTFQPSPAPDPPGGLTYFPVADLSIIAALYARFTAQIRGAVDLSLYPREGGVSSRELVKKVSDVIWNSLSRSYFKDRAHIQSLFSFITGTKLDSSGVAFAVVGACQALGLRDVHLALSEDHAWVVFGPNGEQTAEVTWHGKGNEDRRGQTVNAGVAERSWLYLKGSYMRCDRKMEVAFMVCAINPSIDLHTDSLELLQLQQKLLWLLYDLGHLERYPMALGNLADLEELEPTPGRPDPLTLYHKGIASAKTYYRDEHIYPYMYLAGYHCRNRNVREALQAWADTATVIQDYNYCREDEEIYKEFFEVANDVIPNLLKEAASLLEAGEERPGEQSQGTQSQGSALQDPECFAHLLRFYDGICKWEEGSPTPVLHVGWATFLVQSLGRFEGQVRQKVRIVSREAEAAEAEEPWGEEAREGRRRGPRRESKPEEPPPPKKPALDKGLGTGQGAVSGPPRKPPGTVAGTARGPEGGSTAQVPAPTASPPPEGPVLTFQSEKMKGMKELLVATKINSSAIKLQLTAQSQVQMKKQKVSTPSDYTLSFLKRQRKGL
# CXXC DNA block – blocks binding of human MLL CXXC domain to DNA | Potency, µM (highest dose often 115 µM), inactives show top-dose activity change, negative = inhibition, actives largely listed as inhibitors | Q03164 | MLL-CXXC / FITC-HOXA9 DNA fluorescence polarization | hit rate 0.037% among 290,000
#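 Purified MLL-CXXC (added from a 7 uM solution) was preincubated 5 min at ambient with pinned compounds in 50 mM Tris-HCl pH 7.5, 50 mM NaCl, 1 mM DTT, 0.05% BSA. Fluorescein-labeled HOX-A9 DNA (50 nM solution) followed, 30 min, then polarization read.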
# Starred values were filed as active, the others as inactive; ? = inconclusive; . = not tested or not shown; & = joins results of further samples; [ ] = dose if it differs, or a comment. Calls follow the shape of the dose curve; as a rule, active = well fitted inhibition curve with a large enough effect in the polarisation, with a control signal flat (not every such curve was filed as active); inconclusive = small, poorly fitted or top-dose-only effect, or effect the other way, or a change in a side signal; inactive = no such curve, though single readings can be large or run the other way; the % refers to the polarisation. Potency is read from the fitted curve at half-maximal effect.
smiles	Menin MLL FP TR	CXXC DNA block
CC(C)CC1(C(=O)O)C=CCN1C(=O)c1ccccc1 (stereo not drawn)	6%	.
O=C1OCCN1/N=C\c1ccc([N+](=O)[O-])o1	-6%[24.8 µM]	.
CCC1=C2CC[C@H]3C(=O)N(C)C(=O)[C@H]3[C@H]2[C@@]2(C)C(=NCc3ccccc3)OC(=O)N2C1=O	7%	.
CCCn1c(-c2ccc(F)cc2)nc2c(NCC3CCCN3CC)nc(C)nc21 (stereo not drawn)	-10%	.
CC(C)[C@@H](CC(=O)N[C@@H]1CCCC[C@H]1C(=O)N[C@H](CC(=O)N[C@@H](CCC(=O)O)CC(=O)O)Cc1c[nH]c2ccccc12)NC(=O)C[C@H](Cc1ccccc1)NC(=O)[C@@H]1CNCC[C@H]1N	17%	.
COC(=O)N1CCC2(CC1)CCN(c1ccncc1)CC2	-5%	.
CS(=O)(=O)Nc1cccc(-c2nc(NCc3ccccc3)c3ccccc3n2)c1	?	.
COc1cccc(-c2ccc3ncnc(NCc4cnc(C)cn4)c3c2)c1	-14%	.
COCCn1c(=O)c(-c2ccccc2)nc2cnc(N3CCOCC3)nc21	1%	.
COc1ncc2nc(CCc3ccccc3)c(=O)n(C3CC3)c2n1	6%	.
Nc1ccn([C@@H]2CC[C@H](CO)O2)c(=O)n1	10%[24.8 µM]	.
C=CCOC(=O)C(=C)C	-15%	.
COCC(=O)N1CCC2(CCCN(c3cccc(-c4ccccc4)c3)C2)CC1	6%	.
O=c1cc(-c2ccc(O)c(O)c2)oc2ccccc12	-25%	.
CCCC/C=C/C(NC(=O)c1ccc(C(F)(F)F)cc1)c1ccccc1 (stereo not drawn)	11%	.

# Overlap with the part before: 5 entries, then new ones.
smiles	Menin MLL FP TR	CXXC DNA block
Nc1ccn([C@@H]2CC[C@H](CO)O2)c(=O)n1	10%[24.8 µM]	.
C=CCOC(=O)C(=C)C	-15%	.
COCC(=O)N1CCC2(CCCN(c3cccc(-c4ccccc4)c3)C2)CC1	6%	.
O=c1cc(-c2ccc(O)c(O)c2)oc2ccccc12	-25%	.
CCCC/C=C/C(NC(=O)c1ccc(C(F)(F)F)cc1)c1ccccc1 (stereo not drawn)	11%	.
O=C(N/N=C1/C[C@@H](O)[C@@H](O)[C@@H]2[C@@H]3C(=O)N(C4CCCCC4)C(=O)[C@H]3CC[C@H]12)OCc1ccccc1	-9%[11.7 µM]	.
O=C1COCCN1	-7%	.
CCCn1c(-c2ccc(F)cc2)nc2c(NCC(C)(C)CN(C)C)nc(C)nc21	-6%	.
CC(C)C[C@@H](CC(=O)N[C@@H](CCC(=O)O)CC(=O)O)NC(=O)[C@@H]1CCCC[C@H]1NC(=O)C[C@H](CCCN)NC(=O)C[C@H](CO)NC(=O)[C@@H]1CCCC[C@H]1N	0%	.
CC(C)C[C@H](NC(=O)[C@@H](N)Cc1ccccc1)C(=O)N[C@@H](Cc1ccccc1)C(=O)N[C@@H](CCC(N)=O)C(=O)N1CCC[C@H]1C(=O)N[C@@H](CCC(N)=O)C(=O)N[C@@H](CCCN=C(N)N)C(=O)N[C@@H](Cc1ccccc1)C(N)=O	0%	.
COc1ccc(COC(=O)N/N=C2/C[C@@H](O)[C@@H](O)[C@@H]3[C@@H]4C(=O)N(C(C)(C)C)C(=O)[C@H]4CC[C@@H]23)cc1	7%[11.7 µM]	.
COc1cc(OC)cc(-c2nnc3n2N=C(c2ccccc2OC)CS3)c1	15%	.
COC(=O)C1(C(C)=O)CC2=CC[C@H]3C(=O)N(c4ccccc4)C(=O)[C@H]3[C@@H]2Cc2ccccc2[C@@H]1C[N+](=O)[O-] (stereo partly drawn)	0%&0%	.
Cc1ccc2oc(-c3ccccc3)cc(=O)c2c1	-21%[24.8 µM]	.
C/C(CCC(=O)OC[C@@H]1O[C@H](C#Cc2ccccc2)C=C[C@@H]1Oc1ccc(C)cc1)=N/O[C@@H](C)CN1CCCc2nc(C)c(C)cc21	-11%[11.7 µM]	.
COc1ccc(Oc2ncc3nc(-c4ccccc4)c(=O)n(C4CC4)c3n2)cc1	19%	.
COC(=O)c1ccc(C(NC(=O)OCc2ccccc2)/C(=C/[C@@H](C)C(=O)N(C)C)c2cccnc2)cc1 (stereo partly drawn)	0%	.
Cc1ccc(S(=O)(=O)N[C@H]2COC(=O)C/C=C\[C@@H](C)COC(=O)C/C=C\[C@@H]2C)cc1	-1%&2%[11.7 µM]	.
COc1ccc(C2C=C3CNS(=O)(=O)C3CC2OC(=O)c2cccs2)cc1 (stereo not drawn)	32%[activator]	.
O=C1[C@H]2CCn3c(=O)n(-c4ccccc4)c(=O)n3[C@H]2[C@H](O)[C@H]2O[C@@H]12	6%[11.7 µM]	.
CN(C)C(=O)c1ccc(-c2cc(N(C)Cc3ccco3)ncn2)cc1	-5%	.
CC(=O)N[C@@H](CC(C)C)C(=O)N[C@@H](CC(C)C)C(=O)N[C@H](C=O)CCCN=C(N)N	1%	.
COc1ccc(Oc2ncc3ncc(=O)n(-c4ccc(OC)cc4)c3n2)cc1	2%	.
COC(=O)C1=C[C@@H](C(=O)OC)C2C3=C(C(=O)[C@@]2(CC(C)C)NC(=O)c2ccccc2)[C@H](C)n2c(=O)n(C)c(=O)n2[C@@H]3C1 (stereo partly drawn)	0%	.
CC(=O)c1ccc(Nc2c3ccccc3cc3occc23)cc1	44%[activator]	.
O=C(c1cnccn1)N1CCC2(CC1)CN(Cc1nccs1)C2	1%	.
O=C(OC1Cc2c(O)cc(O)cc2OC1c1cc(O)c(O)c(O)c1-c1c(C2Oc3cc(O)cc(O)c3CC2O)cc(O)c(O)c1O)c1cc(O)c(O)c(O)c1 (stereo not drawn)	?	.
CC(C)(CCCCCCCCCCC(C)(C)CC(=O)O)CC(=O)O	-20%	.
CS(=O)(=O)N1CCC[C@@]2(CCN(c3ccccc3)C2)C1	8%	.
COC(=O)N1CCC2(CCCN(Cc3ccc(C#N)cc3)C2)CC1	-11%	.
COCCn1c(=O)c(-c2cccc(C#N)c2)nc2cnc(Oc3ccccc3)nc21	5%	.
CC(C)=CC1C(CO)C1(C)C (stereo not drawn)	3%	.
CC(=O)NCCNc1nc(-c2cccc(NS(C)(=O)=O)c2)nc2ccccc12	6%	.
CCC[C@@H]1C[C@@]1(CCC)[C@@H](NC(=O)Oc1ccccc1)c1ccc(C(=O)OC)cc1	-8%	.
CC(=O)N[C@H]1CSSC[C@@H](C(=O)N2CCC[C@H]2C(=O)N2CCC[C@H]2C(=O)N[C@@H](CCCCN)C(=O)N[C@@H](CC(=O)O)C(N)=O)NC(=O)CNC(=O)[C@H](Cc2c[nH]c3ccccc23)NC(=O)[C@H](CCCNC(=N)N)NC(=O)[C@@H](Cc2ccc3ccccc3c2)NC(=O)[C@H](Cc2cnc[nH]2)NC(=O)[C@H](CCC(=O)O)NC1=O	6%	.
CC(=O)c1ccsc1B(O)O	11%	.
CN(C)c1ncc2nc(-c3ccccc3)c(=O)n(C3CC3)c2n1	5%	.
COC(=O)C1=C(C)NC(C)=C(C(=O)OCCSc2ccccc2)C1C (stereo not drawn)	58%[activator]	.
Cn1cc(-c2nc3cnc(N4CCNCC4)nc3n(-c3ccccc3)c2=O)c2ccccc21	3%	.
O=C(Oc1ccccc1)N1CCC2(CC1)CCN(c1ccccc1)CC2	-18%	.
COCCNc1ncnc2ccc(-c3ccccc3C)cc12	-6%	.
COc1cccc(-c2cncnc2N(C)Cc2ccco2)c1	-11%	.
COC(=O)C1=C(C(=O)OC)[C@@H]2N(Cc3ccccc3)c3ccccc3[C@@]23C[C@@H](C(=O)OC)N(S(=O)(=O)c2c(C)noc2C)C3=N1	1%[11.7 µM]	.
COc1ccc2[nH]cc(CCNc3ncncc3-c3ccoc3)c2c1	1%	.
O=C(O)c1ccc(B(O)O)cc1	13%	.
COc1ncc2nc(CCc3ccccc3)c(=O)n(C)c2n1	7%	.
[C-]#[N+]/C(C#N)=C\c1cc(C(C)(C)C)c(O)c(C(C)(C)C)c1	?	.
COCCn1c(=O)cnc2cnc(N3CCOCC3)nc21	-8%	.
Cc1nc2cnc(Nc3ccccc3)nc2n(Cc2cccs2)c1=O	?	.
CCCCCCCc1cc2c(cn1)=C(OC)C(C)(OC(C)=O)C(=O)C=2Cl (stereo not drawn)	4%	.

# Reprinted from the part before: 2 entries, followed by the next part.
# Sequence of screens: Menin MLL FP TR | CXXC DNA block
- Cc1nc2cnc(Nc3ccccc3)nc2n(Cc2cccs2)c1=O
 : ? | .
- CCCCCCCc1cc2c(cn1)=C(OC)C(C)(OC(C)=O)C(=O)C=2Cl (stereo not drawn)
 : 4% | .
- COc1cc(OC)c2c(c1)OC1Cc3cc(OC)c(OC)cc3C2O1 (stereo not drawn)
 : -8%[11.7 µM] | .
- C[C@@H](CC(=O)O)[C@@H](N)C(=O)O
 : 3%[24.8 µM] | .
- C[C@@]1(C(NC(=O)c2ccccc2)c2ccc(-c3ccccc3)cc2)C[C@H]1C1CCCCC1 (stereo partly drawn)
 : 15% | .
- CC(=O)OC1CC[C@@]2(C)C3CC[C@@]4(C)C(CC5O[C@@]6(CCC(C)CO6)C(C)C54)C3CC[C@@H]2C1 (stereo partly drawn)
 : 2% | .
- C=C1c2cccc(C(F)(F)F)c2O[C@H](C(=O)OCC)[C@@H]1CCCCCC
 : -16% | .
- Cc1noc(C)c1-c1ccc2ncnc(NCc3cccnc3)c2c1
 : 6% | .
- CCC1=C2CC[C@H]3C(=O)NC(=O)[C@H]3[C@H]2[C@@]2(C)C(=NCC3CC3)OC(=O)N2C1=O
 : 11% | .
- CCCCCCCCCCCCCCC[C@@H](O)[C@H](CO)NC(C)=O
 : -1% | .
- OC[C@H]1O[C@@H](n2cnc3c(NCc4ccccc4)ncnc32)[C@H](O)[C@@H]1O
 : 1%[24.8 µM] | .
- CCOC(=O)C1=CN(C(=O)OC(C)(C)C)C(CN2C(=O)COCC2=O)C1 (stereo not drawn)
 : -16% | .
- COc1ccccc1CN1CC2(CCN(C(=O)c3cc(C(F)(F)F)cc(C(F)(F)F)c3)CC2)C1
 : -21% | .
- CCCCCCCC/C=C\CCCCCCCC(=O)NC(C)C(=O)O (stereo not drawn)
 : 9% | .
- CCC1(c2ccc(O)cc2)NC(=O)NC1=O (stereo not drawn)
 : 0% | .
- CCOC(=O)[C@H](N)/C=C(\C)CP(=O)(O)O
 : 0%[24.8 µM] | .
- CC(=O)OC1CC(OC(C)=O)[C@]2(C)C(CC(OC(C)=O)[C@@]3(C)C4=CC(=O)OC(c5ccoc5)[C@]4(C)CCC32)C1(C)C (stereo partly drawn)
 : 1% | .
- COc1cccc(-c2cc(NCc3ccccc3)ncn2)c1
 : 18% | .
- CN1CCN(c2cc(-c3ccoc3)ncn2)CC1
 : 1% | .
- COC(=O)[C@@]1(Cc2ccc(F)cc2)[C@H]2c3cc(C(=O)N(C)C)n(Cc4cc(F)c(F)c(F)c4)c3C[C@H]2CN1C(=O)c1ccccc1
 : 12% | .
- CC(=O)OCC(=O)[C@@]12OC(C)(C)OC1CC1C3CC(F)C4=CC(=O)C=C[C@@]4(C)[C@@]3(F)C(O)C[C@]12C (stereo partly drawn)
 : ? | .
- c1nc(NC2CCNCC2)c2cc(-c3ccoc3)ccc2n1
 : -10% | .
- CN(CCc1ccc(Cl)c(Cl)c1)CCN1CCCC1
 : 4%[24.8 µM] | .
- COc1ccc(Oc2ncc3nc(-c4ccc(F)cc4)c(=O)n(C)c3n2)cc1
 : ? | .
- C/C=C/OC(=O)NC(c1ccccc1)[C@@]1(C(=O)OCC)CCCC1=O (stereo partly drawn)
 : -10%[11.7 µM] | .
- O=C1C[C@@H](c2ccc3ccccc3c2)N1S(=O)(=O)c1ccccc1[N+](=O)[O-]
 : -20% | .
- COCCn1c(=O)c(C)nc2cncnc21
 : -16% | .
- CCCCc1nc2c(c3c1C[C@H](C)OC3)CN(S(=O)(=O)c1ccc(Cl)c3nonc13)CC2
 : -1%[11.7 µM] | .
- CO[C@H]1COC(=O)[C@H](C)COC(=O)[C@@H](OCc2ccccc2)/C=C\[C@@H]1C
 : 5%[11.7 µM] | .
- Cc1noc(C)c1-c1nc(N2CCN(C)CC2)c2ccccc2n1
 : -18% | .
- COc1ccc(-c2cc(C3C4C=CCCC4(C)C(=O)N3Cc3ccccc3)ccc2F)cc1 (stereo not drawn)
 : -15% | .
- CN[C@H]1[C@H](O)[C@@H](O[C@@H]2[C@H](O)[C@@H](O[C@H]3OC(CN)=CC[C@H]3N)[C@@H](N)C[C@H]2N)OC[C@@]1(C)O
 : . | -7%[51.4 µM]
- CN1C[C@@H]2C[C@H]1CN2c1cc2c(cc1F)c(=O)c(C(=O)O)cn2C1CC1
 : . | 17%
- O=C(/C=C/c1ccccc1)NCCO
 : -5% | -1%
- CN[C@@H]1[C@H](O[C@H]2[C@H](O[C@H]3[C@H](O)[C@@H](O)[C@H](N=C(N)N)[C@@H](O)[C@@H]3N=C(N)N)O[C@@H](C)[C@]2(O)C=O)O[C@@H](CO)[C@H](O)[C@H]1O
 : 1% | -4%
- CC(=O)OC1C([N+]2(C)CCCCC2)C[C@H]2C3CC[C@H]4C[C@H](OC(C)=O)C([N+]5(C)CCCCC5)CC4(C)C3CCC12C (stereo partly drawn)
 : 3% | -3%

# Bioassay records from PubChem BioAssay.

# The list is partial; rates above refer to the full screens.
